LYP inhibition: PTPN22 lymphoid phosphatase activity blockers – biochemical, fluorescence intensity, uHTS (AID 1779) | recombinant LYP phosphatase, fluorescence intensity; higher % means a stronger effect | inhibition, % at 11.5 µM; hits with a dose series show IC50 in µM | 290,000 compounds, 0.054% hits; in the data active = inhibition above about 50%;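 note: plate controls were vehicle with enzyme for no effect and no enzyme for full effect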
ER stress rescue: rescue of cells from ER stress-induced death, primary screen, 384-well, CSM14.1, thapsigargin, ATP luminescence (AID 1222) | CSM14.1 thapsigargin-induced death rescue, ATP luminescence; higher % means a stronger effect | one-dose cellular ATP content (survival), % at 20 µM; EC50 in µM for titrated hits | 190,000 tested, under 10 active;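 active = EC50 below 50 µM in the dose-response confirmation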;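 note: death triggered by thapsigargin at about 15 µM added after 2 h compound pretreatment; cell ATP read after overnight thapsigargin exposure of roughly 18 to 22 hours; normalized against plate controls of thapsigargin alone and 5% DMSO vehicle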
MgcRacGAP inhibition: MgcRacGAP GTPase-activating activity inhibitors, confirmation, biochemical, ADP Hunter fluorescence; MgcRacGAP-stimulated Rac1 GTP hydrolysis, ADP Hunter fluorescence; higher % means a stronger effect; GST-tagged Rac1 F28L mutant substrate; one-dose inhibition, % at 30 µM; IC50 in µM for titrated hits; 340,000 compounds, 0.6% hits;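 active = first-screen hits whose inhibition reached a set limit at any dose in the follow-up dose series; inconclusive = inhibition above the set first-screen limit but never retested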;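 note: fluorescence reports GDP produced by GAP-driven GTP hydrolysis; strong numbers were not always called active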
RSV CPE inhibition: RSV antiviral activity via CPE protection, HEp-2 cells, primary 10 µM value included (AID 2391) | HEp-2 cells, RSV-induced CPE inhibition; higher % means a stronger effect | CPE inhibition, % at 10 µM, or IC50 in µM where a hit was titrated | 310,000 compounds, 0.13% hits; in the data active = a potency from the dose series; inconclusive = CPE inhibition mostly from about 23% at the one dose, without a potency; inactive = the rest, 99 in 100 with CPE inhibition below about 21%; note: strong numbers were not always called active
West Nile antiviral: West Nile virus antiviral activity, cell-based, CPE readout (AID 1621); CPE inhibition, % at 10 µM, or IC50 in µM where a hit was titrated; 290,000 compounds, 0.02% hits; West Nile virus-infected cells, CPE inhibition; higher % means a stronger effect; in the data active = a potency from the dose series; inconclusive = CPE inhibition mostly from about 3.7% at the one dose, without a potency; inactive = the rest, 99 in 100 with CPE inhibition below about 2.2%; note: strong numbers were not always called active
Dengue-2 NS5 capping: flavivirus cap methylation enzyme inhibition – biochemical, confirmation dose response, primary screen (AID 588689) | Dengue-2 NS5 methyltransferase capping enzyme assay, biochemical; higher % means a stronger effect | one-dose inhibition, % at 25 µM; IC50 in µM for titrated hits | 340,000 compounds, 0.3% hits; in the data active = a potency from the dose series; inconclusive = inhibition above about 29% without an active follow-up result
Large T inhibition: TAg ATPase/helicase activity blockers – biochemical (AID 1903). inhibition, % at 20 µM; hits with a dose series show IC50 in µM. SV40 large T antigen ATPase/helicase inhibition assay; higher % means a stronger effect. 310,000 compounds, 0.39% hits; in the data active = a potency from the dose series; inconclusive = inhibition mostly from about 32% at the one dose, without a potency; inactive = the rest, 99 in 100 with inhibition below about 32%; note: strong numbers were not always called active
PhoP inhibition: inhibitors of PhoP regulon expression, primary screen, Salmonella Typhimurium, GFP reporter (AID 1863). S. Typhimurium PhoP-regulated promoter GFP reporter, 4 h; higher % means a stronger effect. 300,000 compounds, 0.16% hits. inhibition, % at 50 µM, or IC50 in µM where a hit was titrated;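 active = inhibition over 29.93%, a cutoff 3 SD above the screen mean, later confirmed by dose response; inconclusive = inhibition over 29.93% but no dose response follow-up; inactive = inhibition at most 29.93% or unconfirmed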;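 note: 0% = low Mg2+ inducing control and 100% = high Mg2+ repressing control; strong numbers were not always called active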
GPR35 arrestin U2OS: GPR35 antagonists blocking zaprinast-driven arrestin recruitment, primary screen, imaging, U2OS, beta-arrestin-GFP, zaprinast agonist (AID 2058); inhibition, % at 10 µM, or IC50 in µM where a hit was titrated; U2OS GPR35 beta-arrestin-GFP translocation imaging, zaprinast antagonism; higher % means a stronger effect; 290,000 compounds, 0.052% hits;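 active = inhibition of at least 50% with at least 30 cells and total cytoplasm GFP at most 10,000,000; inconclusive = under 30 cells or total GFP of 10,000,000 plus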
Dengue-2 NS5 capping pilot replicate: also measured in Dengue-2 NS5 capping; calls as there; inhibition, %; measured here: pilot screen replicate inhibition
Active calls of the source: *; ? = inconclusive; . = no result given; & = joins results of further samples.

SMILES	LYP inhibition	ER stress rescue	MgcRacGAP inhibition	RSV CPE inhibition	West Nile antiviral	Dengue-2 NS5 capping	Large T inhibition	PhoP inhibition	GPR35 arrestin U2OS	others
CC1CN(C(=O)CCC(=O)N2CCCCC2)c2cc(Cl)ccc2O1 (stereo not drawn)	-2%	.	13%	-0.9%	-0.5%	-10%	11%	-11%	-7%
CN(C)C(=O)c1c(C(F)(F)F)nn(C)c1Cl	-6%	-0.8%	-1%	0.8%	1.4%	.	12%	2%	-8%
C=CCN(CC=C)S(=O)(=O)c1ccc2nc(NC(=O)C(C)C)sc2c1	-1%	.	9%	0.9%	-0.1%	-6%	8%	7%	-12%
CCOc1ccc(NC(=O)c2cc(S(=O)(=O)N3CCCCC3)c[nH]2)cc1	-10%	.	10%	2.7%	-1.0%	-3%	.	.	12%
ClCc1nc2ccccc2n1Cc1ccccc1	-4%	.	8%	?	-1.2%	-15%	12%	-20%	-8%
Cc1sc2ncnc(Sc3ccccc3C(=O)Nc3ccccc3Cl)c2c1C	-7%	-0.7%	3%	0.7%	-1.2%	-5%	3%	2%	3%
CN(c1ccccc1)c1nc(N)c([N+](=O)[O-])c(N2CCCCC2)n1	-4%	.	7%	.	-0.4%	-3%	6%	-8%	3%
Cc1cc2nsnc2c(S(=O)(=O)NCC(=O)O)c1C	0%	-1.1%	1%	0.3%	-0.3%	0%	.	.	-12%
COc1ccc(Cc2noc(-c3ccc(OC)c(OC)c3)n2)cc1OC	-2%	0.4%	-2%	7.7%	-0.6%	-4%	0%	6%	9%
CC1(C)COC(/C=C/c2ccc([N+](=O)[O-])cc2)=N1	0%	1.1%	5%	0.7%	41%	-13%	7%	-2%	4%
Cc1ccc(C(=O)O)cc1S(=O)(=O)N1CCSCC1	-5%	-0.8%	-14%	0.6%	0.3%	8%	5%	-1%	-6%
C=CCn1c(=NC(=O)c2cc(Cl)sc2Cl)sc2cc(S(N)(=O)=O)ccc21	3%	-0.4%	1%	12%	0.8%	-4%	3%	2%	-9%
O=C1/C(=C\c2cccc(O)c2O)SC(=S)N1Cc1ccccc1	-11%	.	29%	5.4%	1.8%	30%	10%	4%	-4%
COc1ccc(-c2nc3ccccc3c(=O)n2N)cc1	-7%	-0.1%	4%	1.1%	1.3%	-2%	-5%	-7%	14%	Dengue-2 NS5 capping pilot replicate=-6.7
O=C(CCc1nnc2ccc(NCc3ccco3)nn12)Nc1ccc(F)cc1	-3%	.	9%	0.9%	-0.2%	-8%	14%	-4%	4%
CCOP(=O)(OCC)c1nc(/C=C/c2ccccc2)oc1NCc1ccccc1	-37%	1.3%	2%	1.7%	0.0%	-7%	2%	4%	-3%
COc1ccc(CCNC(=O)c2cc(-c3ccncc3)nc3ccc(S(=O)(=O)N4CCOCC4)cc23)cc1OC	-9%	.	-2%	1.3%	?	11%	0%	-5%	13%
CCN1CCSc2ccc(C(=O)NCc3cc(Br)ccc3OC)cc21	-22%	.	11%	19%	-0.6%	-2%	4%	.	-11%
CSc1ccccc1C(=O)NCc1ccc(F)cc1	-7%	-0.7%	9%	1.9%	-0.3%	4%	10%	-4%	-6%
O=C(NCC(c1ccco1)N1CCN(c2ccccc2F)CC1)C(=O)NC1CCCCC1 (stereo not drawn)	.	.	5%	2.3%	.	3%	3%	0%	.
Cc1onc(-c2ccccc2)c1C(=O)Nc1ccnn1C1CCCCC1	1%	-1.7%	7%	0.2%	-0.7%	4%	6%	4%	-8%
Cc1cnc(C(=O)Nc2ccccc2-c2ccc(C)o2)cn1	-2%	0.0%	5%	1.5%	0.3%	-6%	19%	-6%	-1%
c1ccc(-c2ccnc3nc(-n4cccc4)nn23)cc1	-3%	-1.3%	8%	2.4%	0.8%	2%	1%	8%	-16%
CCC(C)C(NC(=O)OCc1ccccc1)C(=O)NC(Cc1ccc(O)cc1)C(=O)OC (stereo not drawn)	-9%	-3.0%	1%	1.2%	1.7%	-11%	9%	-1%	-1%
CCOC(=O)C1=C(C)NC(C)=C(C(=O)OCC)C1C(=O)OCC(=O)N1CCCCC1CC (stereo not drawn)	-10%	-1.7%	13%	-1.1%	-0.3%	-3%	2%	-2%	3%
CCc1ccc(C2CC(c3ccc(C)cc3)Nc3nc(N)nn32)cc1 (stereo not drawn)	-5%	.	7%	-1.5%	-0.4%	-1%	-5%	6%	-4%
Cc1cc(=O)oc2cc(NC(=O)c3ccnn3C)ccc12	-8%	.	6%	0.9%	-0.2%	-1%	18%	-1%	-5%
Cc1cccc(-n2nnnc2SCc2csc(-c3ccccc3)n2)c1	-2%	5.0%	7%	7.8%	-0.2%	-6%	10%	3%	9%
CN(C)S(=O)(=O)c1ccc(N2CCCC2)c(C(=O)Nc2nc3c(ccc4ccccc43)s2)c1	1%	-1.5%	10%	11%	0.6%	-1%	0%	-8%	-6%
c1ccc(-n2ncc3c(N4CCN(c5ccccn5)CC4)nc(N4CCCCCC4)nc32)cc1	-4%	-2.5%	8%	1.1%	-0.2%	5%	7%	4%	4%
N#Cc1c(C(F)(F)F)cc(=O)[nH]c1SCC(=O)O	4%	-1.1%	7%	0.7%	0.3%	8%	7%	4%	-12%
COc1ccc(NS(=O)(=O)c2cc(OC)ccc2NC(=O)c2cc(C)oc2C)cc1	-5%	-1.2%	13%	1.9%	-0.1%	-12%	18%	5%	6%
CCn1c(SCC(=O)N(C)CC(=O)Nc2cccc(OC)c2)nnc1-c1ccco1	.	.	8%	-0.7%	.	1%	15%	4%	.
CC(C)(C)c1ccc(C(=O)NCC(=O)OCC(=O)c2ccc3c(c2)-c2ccccc2C3)cc1	-2%	-1.8%	6%	7.6%	-0.7%	2%	9%	-4%	0%
C[C@@H]([C@@H](O)c1ccccc1)N(C)C(=O)C(N)Cc1ccccc1 (stereo partly drawn)	-9%	.	-5%	-0.2%	0.1%	-2%	11%	8%	4%
Cc1sc(NC(=O)C2CSC3(C)CCC(=O)N23)nc1-c1ccc(F)cc1 (stereo not drawn)	3%	.	9%	2.4%	0.7%	-2%	-5%	9%	14%
O=C(/C=C/c1ccco1)Nc1ccc(-c2nc3ccccc3[nH]2)cc1	-18%	-0.9%	6%	0.2%	0.1%	-11%	-5%	-12%	-5%
CCOC(=O)C1(Cc2ccc(OC)cc2)CCN(C(=O)CN2CCCCC2=O)CC1	-7%	0.7%	.	-0.3%	-0.8%	.	-3%	-7%	6%
CSc1nc2ccc3nc(NC(=O)c4ccc(C)cc4)sc3c2s1	0%	-1.5%	2%	0.9%	.	-1%	-1%	-1%	19%
Cc1nc(SCC(=O)N2CCCCC2)c2c(C)c(C)sc2n1	-6%	.	4%	13%	-0.5%	2%	6%	0%	7%
CCOc1ccc2[nH]cc(S(=O)(=O)c3ccc(Cl)cc3)c(=O)c2c1	1%	3.2%	5%	0.7%	-1.7%	6%	8%	-3%	-15%
O=C(Nc1ccc2c(c1)OCCO2)c1cccc(Br)c1	-10%	.	12%	13%	0.1%	2%	5%	6%	-3%
CCOC(=O)/C(C#N)=C\c1ccc(OCC(=O)Nc2ccc(C)cc2C)c(OC)c1	5%	-1.5%	3%	2.5%	0.5%	-3%	-2%	-7%	2%
CCn1c(C(c2ccccc2)c2ccccc2)n[nH]c1=S	-3%	2.8%	11%	0.0%	-0.3%	-14%	13%	-8%	7%
CCCCn1c(=O)[nH]c2c(oc3ccccc32)c1=O	-7%	.	1%	-0.1%	0.7%	-2%	9%	4%	5%
CCOc1ccc(N(CC)C(=O)CCS(=O)(=O)c2cccc3nonc23)cc1	-11%	.	-6%	2.2%	-1.4%	-3%	0%	-2%	8%
CC1(C)Oc2ccc3ccc(=O)oc3c2C(/C=N/O)C1=O (stereo not drawn)	-10%	-4.8%	2%	1.1%	-0.1%	-1%	7%	-2%	8%
O=C(Nc1cc(-c2ccccc2)[nH]n1)c1ccc(Cl)cc1	-7%&-8%	.	1%	1.7%	-0.2%&-0.4%	5%	4%	-3%&-7%	5%&15%
Cc1ccc(S(=O)(=O)NCC(=O)N(CC(=O)NCc2ccco2)Cc2ccccc2)cc1	-7%	.	1%	0.5%	-1.1%	-3%	8%	-3%	-18%
Cc1onc(-c2ccccc2)c1C(=O)Nc1ccc(S(=O)(=O)N2CCOCC2)cc1	-8%	.	4%	-0.2%	-0.3%	-8%	13%	3%	-12%
COCC(C)N1CCC(Oc2ccc(C(=O)N3CCCC3)cc2)CC1 (stereo not drawn)	-7%	.	9%	-0.2%	-0.5%	-1%	12%	-4%	-10%
CCCCN(C)C/C(O)=C(\C#N)c1nc(-c2ccccc2)cs1	-4%	0.5%	6%	2.3%	0.3%	-8%	-4%	-5%	-5%	Dengue-2 NS5 capping pilot replicate=-3.9
N=c1n(CCO)c2ccccc2n1CCN1CCCCC1	-5%	-2.3%	7%	-1.0%	0.0%	-1%	6%	6%	16%
C#CCCCc1nc2ccccc2c(=O)n1N	-10%	-1.0%	8%	1.8%	-0.1%	-1%	28%	-6%	-4%
CCCNC(=O)Cn1c(=O)n(CC(=O)N2CCCCC2)c(=O)c2sccc21	-7%	.	8%	1.1%	0.0%	-7%	1%	5%	-6%
CCOc1cc2[nH]c(=O)n(CCCC(=O)NCc3ccco3)c(=O)c2cc1OCC	-6%	-0.3%	8%	1.4%	-0.2%	-5%	4%	2%	1%
O=S(=O)(c1ccc(Nc2ccc3c(c2)OCO3)nc1)N1CCOCC1	-9%	-1.0%	10%	3.0%	1.2%	-4%	14%	0%	0%
CC(C)N(Cc1nc(-c2ccccc2)no1)C(=O)COc1ccccc1	-7%	0.0%	-4%	0.8%	-0.5%	-2%	14%	3%	15%
Cc1ccc(Cl)cc1N1CCN(C(=O)COc2ccc(S(=O)(=O)NC(C)C)cc2)CC1	2%	-1.3%	4%	19%	-0.6%	-4%	4%&2%	9%	0%
O=C(NC1CCCC1)C1CCCN(S(=O)(=O)c2cccc3cccnc23)C1 (stereo not drawn)	0%	-0.7%	-5%	-1.5%	-0.4%	-1%	5%	3%	0%
COc1ccc(CN(C(=O)c2ccco2)C2CC(C)N(C)CC2C)cc1 (stereo not drawn)	2%	0.9%	5%	-0.1%	-0.2%	-5%	0%	10%	8%
COc1ccc(CC(=O)OCC(=O)NCCc2ccccc2)cc1OC	-5%	-0.1%	9%	1.7%	1.4%	-9%	12%	-5%	7%

Bioassay records deposited in PubChem BioAssay by several laboratories.

Hits appear at their usual frequency. Share with any hit: about 1.5%.
